From PubChem BioAssay
IMPase cell inh: membrane-permeable compound that blocks inositol monophosphatase | 120,000 tested, under 10 active | P97697 | CHO-M1 cells, IP1 accumulation, HTRF TR-FRET ratio | inhibition (IP1 accumulation), % at 46.1 µM | AID 901; active means well fitted curve in the direction sought with a large enough effect in the signal ratio, not every such curve was filed as active; inconclusive means small, poorly fitted or top-dose-only effect, or a change in a side signal; inactive means no such curve, though single readings can be large or run the other way; the % refers to the signal ratio;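 further: cells stimulated with carbachol in lithium chloride buffer; plate controls were DMSO basal wells for no effect and reference inhibitor wells for full effect; higher means more IMPase inhibition seen as more IP1 and lower FRET ratio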
Target sequence (P97697 whole entry, looked up): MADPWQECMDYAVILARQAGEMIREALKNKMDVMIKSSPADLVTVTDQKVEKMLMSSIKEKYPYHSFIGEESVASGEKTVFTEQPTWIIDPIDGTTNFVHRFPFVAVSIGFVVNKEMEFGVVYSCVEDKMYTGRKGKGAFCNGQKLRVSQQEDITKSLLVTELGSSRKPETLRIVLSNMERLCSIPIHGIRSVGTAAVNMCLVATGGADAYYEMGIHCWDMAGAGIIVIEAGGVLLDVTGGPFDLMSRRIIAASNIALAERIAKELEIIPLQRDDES
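Elevated IP1 in lysates lowers TR-FRET signal (665/620 ratio and 620 channel reported). Cells were CHO-M1, given carbachol (50 uM as added) plus 50mM LiCl, pH 7.4, 30 min, 37C; compounds titrated up to 46 uM; AC50 by Hill equation.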
ALOX15B inhib: blocks human 15-lipoxygenase 2 activity | O15296 | purified 15hLO-2, xylenol orange hydroperoxide absorbance | Potency, µM (highest dose often 57.1 µM), inactives show at the top dose activity change, negative = inhibition, usual class: inhibitors | hit rate 0.56% among 110,000 | AID 881; further: potency means the concentration at half of the fitted maximal effect; nearly all actives have a fitted effect of over 60% in size; many of its hits are not listed in these tables
Target sequence (O15296 whole entry, looked up): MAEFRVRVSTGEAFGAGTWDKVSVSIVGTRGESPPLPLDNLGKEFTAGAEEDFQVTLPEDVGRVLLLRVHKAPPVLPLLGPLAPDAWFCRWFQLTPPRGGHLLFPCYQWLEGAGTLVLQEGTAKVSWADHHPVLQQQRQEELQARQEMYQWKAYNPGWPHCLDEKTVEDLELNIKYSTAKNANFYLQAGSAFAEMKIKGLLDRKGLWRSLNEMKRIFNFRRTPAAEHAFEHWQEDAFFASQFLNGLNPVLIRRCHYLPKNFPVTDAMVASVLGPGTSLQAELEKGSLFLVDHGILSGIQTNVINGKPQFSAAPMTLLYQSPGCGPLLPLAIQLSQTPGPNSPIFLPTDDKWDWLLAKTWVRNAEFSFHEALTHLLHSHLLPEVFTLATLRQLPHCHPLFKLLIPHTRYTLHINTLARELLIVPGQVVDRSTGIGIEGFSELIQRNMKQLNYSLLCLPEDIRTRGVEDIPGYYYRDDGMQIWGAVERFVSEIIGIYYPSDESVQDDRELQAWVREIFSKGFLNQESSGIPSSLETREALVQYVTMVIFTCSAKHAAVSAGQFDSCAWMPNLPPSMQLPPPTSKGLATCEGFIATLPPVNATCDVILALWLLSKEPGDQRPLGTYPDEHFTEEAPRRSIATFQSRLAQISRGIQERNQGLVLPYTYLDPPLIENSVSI
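Enzyme 50 nM, AA 45 uM, 25 mM Hepes pH 7.5 + 0.01% Triton X-100; cpd preinc 15 min RT, rxn 90 min RT; stop/detect with 200 uM XO + 300 uM Fe(II) in 50 mM H2SO4, 30 min; A573/A405.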
PNC inhibitor: inhibitors of perinucleolar compartment assembly | PC3M PTB-GFP, PNC prevalence imaging, 16 h; hits give low values | activity change (PNC), negative = inhibition, % at 10 µM | hit rate 3.1% among 140,000 | AID 2417;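 active means readout at or below -70, meaning at least 70% loss of cells showing the perinucleolar compartment, a nuclear body marking cancer cells; inconclusive means readout between -30 and a set limit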;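 further: plate controls were DMSO wells for no effect and camptothecin positive control wells for full effect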
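PC3M cells stably expressing PTB-GFP, 750–1000 cells/well, treated 16 h at 37 °C with compound (23 nl of library stock), in duplicate. After paraformaldehyde fixation and Hoechst stain, imaged at 20x; PNC prevalence scored by image analysis.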
ALOX12 inhib: inhibitors of human 12-lipoxygenase (ALOX12); P18054; purified 12-hLO, xylenol orange hydroperoxide absorbance; Potency, µM (series often up to 57.1 µM), inactives show at the top dose activity change, negative = inhibition, hits mostly inhibitors; hit rate 0.12% among 150,000; further: potency means the concentration at half of the fitted maximal effect; nearly all actives have a fitted effect of over 55% in size; many of its hits are not listed in these tables
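Purified human 12hLO (150 nM), preincubated 15 min with compound, then 40 uM arachidonic acid for 30 min, room temperature, Hepes pH 7.0 with 0.01% Triton X-100. Hydroperoxide detected by ferrous iron/xylenol orange; 573/405 nm absorbance ratio gives reaction progress.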
* = called active by the depositor; ? = inconclusive; · = not tested or not shown; [ ] = remark or other dose. Unless noted, the call rests on the fitted dose curve; in most records, active means well fitted curve in the direction sought with a large enough effect; inconclusive means small, poorly fitted or top-dose-only effect, or another doubt; inactive means no such curve, though single readings can be large; an effect the other way counts as inactive or inconclusive. Unless noted, on the % scale 0 is the no-effect control and ±100 the full control effect. Some of the compounds tested. The share of hits here may be higher or lower than overall.

Abbreviations – A = IMPase cell inh; B = ALOX15B inhib; C = PNC inhibitor; D = ALOX12 inhib
Cc1ccc(S(=O)(=O)N2CC3(C)CN(S(=O)(=O)c4ccc(C)cc4)CC(C)(C2)C3O)cc1 (stereo not drawn)
  A: -4.0	B: -5.2%	C: 4.7	D: -5.2%
C[C@]12CCC3c4ccc(O)cc4CCC3C1CCC2OC(=O)CCC1CCCC1 (stereo partly drawn)
  A: ·	B: -11.2%	C: ·	D: -7.2%
CCOc1ccc(C(=O)Nc2nnn(CC)n2)cc1
  A: 2.7	B: 1.9%	C: -20.4	D: -4.4%
CCN(CC)CCCn1c(-c2ccccc2)nc2c(NCCOC)nc(C)nc21
  A: ·	B: 10.4%	C: ·	D: -0.7%
c1ccc2oc(-c3ccc(Nc4nc(N5CCCCC5)nc(N5CCOCC5)n4)cc3)nc2c1
  A: -1.1	B: -2.8%	C: 8.4	D: -7.6%
Cc1noc(/C=C/N(C)C)c1S(=O)(=O)N(C)CC(=O)NC1CCCCC1
  A: -2.7	B: -0.5%	C: ?	D: 0.9%
CN(C)CCCN1c2ccccc2C(C)(C)c2ccccc21
  A: ·	B: 11.1%[11.4 µM]	C: ·	D: 11.4%[11.4 µM]
COC(=O)c1ccc(/C=N/Nc2nc(-c3ccccc3)cs2)cc1
  A: 5.8	B: ·	C: 7.8	D: 2.6%
COc1ccc(C)cc1NC(=O)c1ccc(CN2CCN(c3ccccc3)CC2)cc1
  A: ·	B: ·	C: 15.1	D: 2.9%
CCOC(=O)COc1nc(Nc2ccccc2C)nc(N(C)C)n1
  A: 1.9	B: -2.6%	C: ?	D: -11.0%
O=C(NCCN1CCCCC1)Nc1ccccc1
  A: 9.6	B: 4.7%	C: ?	D: 0.0%
COc1ccc(C(=O)C[n+]2ccc3c(c2)nc(-c2cc(OC)c(OC)cc2OC)n3C)cc1
  A: 10.8	B: 14.3%	C: ?	D: 1.9%
COc1ccc(NS(=O)(=O)c2ccc(NS(=O)(=O)c3ccc(C)cc3)cc2)nn1
  A: 3.5	B: -3.5%	C: 18.9	D: -8.6%
CCN(CC)S(=O)(=O)c1cccc(NC(=O)c2cc(=O)[nH]c3ccccc23)c1
  A: -4.3	B: ·	C: -18.2	D: 2.2%
CC1=CC(C)(C)Nc2ccc(OC(=O)CN3C(=O)C4CCCCC4C3=O)cc21 (stereo not drawn)
  A: 2.8	B: -10.5%	C: -24.2	D: -4.4%
O=C(c1ccc(CN2CCc3ccccc3C2)cc1)N1CCCCC1
  A: -8.8	B: -4.2%	C: -16.4	D: -2.3%
Cc1cc(Nc2ccccc2)n(C(=O)c2ccc(Cl)cc2)n1
  A: 2.4	B: ·	C: 182.3	D: -12.8%
CC1=C(C(=O)c2ccccc2)C(c2cn(-c3ccccc3)nc2-c2ccc(Cl)cc2)NC(=S)N1 (stereo not drawn)
  A: 5.1	B: 7.94µM*	C: -17.3	D: 15.8µM*
COc1ccc(C(=O)Nc2cc3c(cc2C#N)OCO3)cc1S(=O)(=O)NCc1ccco1
  A: -0.8	B: -4.8%	C: ?	D: -3.2%
COc1ccc(C2CN=NC23CCCc2ccccc2C3=O)cc1 (stereo not drawn)
  A: -1.6	B: -2.3%	C: -8.7	D: -2.2%
O=C(NCc1cccs1)c1cc2ccccc2o1
  A: 3.4	B: 1.3%	C: -18.2	D: 5.4%
CCOC(=O)c1ccc(-c2nnc(-c3ccc(Cl)cc3Cl)o2)cc1
  A: -4.0	B: -4.0%	C: ?	D: 2.1%
CCCn1c(CCc2ccccc2)nnc1SCC(=O)N1CCCC1
  A: -2.1	B: 5.4%	C: ?	D: 5.4%
COC(=O)C1CCN(C(=O)/C=C/c2ccc(OC)cc2)CC1
  A: 2.3	B: 5.0%	C: 46.1	D: 8.4%
COc1ccc(/C=C/C(=O)c2ccc(O)cc2O)cc1OC
  A: ·	B: -6.1%	C: ·	D: ?
COc1cccc(NC(=O)CNS(=O)(=O)c2ccc3nc(C)sc3c2)c1
  A: -1.6	B: 0.8%	C: ?	D: -2.1%
Cc1nn2c(-c3cccc(NC(=O)c4ccco4)c3)nnc2c2ccccc12
  A: 8.8	B: -4.3%[2.29 µM]	C: 40.1	D: 0.2%
Cc1ccc(NCc2nnc(SCC(=O)N3c4ccccc4Sc4ccccc43)o2)c(C)c1
  A: ·	B: ·	C: -18.9	D: 0.2%
CCOC(=O)C1=C(N)OC2=C(C(=O)CCC2)C1c1ccc(C)s1 (stereo not drawn)
  A: 11.4	B: -7.7%	C: -107.1*	D: -8.5%
CCN1C(=O)C2(C(C#N)=C(N)Oc3n[nH]c(-c4ccc(Cl)cc4)c32)c2ccccc21 (stereo not drawn)
  A: 6.4	B: -1.3%	C: -6.1	D: -4.2%

The list goes on, overlapping the part above by 2 compounds.
Abbreviations – A = IMPase cell inh; B = ALOX15B inhib; C = PNC inhibitor; D = ALOX12 inhib
CCOC(=O)C1=C(N)OC2=C(C(=O)CCC2)C1c1ccc(C)s1 (stereo not drawn)
  A: 11.4	B: -7.7%	C: -107.1*	D: -8.5%
CCN1C(=O)C2(C(C#N)=C(N)Oc3n[nH]c(-c4ccc(Cl)cc4)c32)c2ccccc21 (stereo not drawn)
  A: 6.4	B: -1.3%	C: -6.1	D: -4.2%
COc1ccccc1NC(=O)N1CCCC1C(=O)NC12CC3CC(CC(C3)C1)C2 (stereo not drawn)
  A: -7.0	B: -4.2%	C: 37.7	D: 1.8%
O=C1c2ccccc2C(=O)N1CSc1ncccn1
  A: -1.7	B: 1.7%	C: 12.0	D: -1.1%
O=C(CN1C(=O)c2ccccc2S1(=O)=O)NCc1ccc2c(c1)OCO2
  A: -6.1	B: ·	C: 260.6	D: -11.3%
c1ccc(-c2nc(NCc3ccco3)c3ccccc3n2)cc1
  A: 12.7	B: ·	C: 2.0	D: -7.4%
O=C(O)C1CCCCN1S(=O)(=O)c1ccc2ccccc2c1 (stereo not drawn)
  A: -4.1	B: 6.6%	C: 44.3	D: 0.6%
O=C=Nc1ccc(Cc2ccc(N=C=O)cc2)cc1
  A: ·	B: 3.5%	C: ·	D: 0.2%
Cc1ccc(/C=N/NC(=O)CSCc2ccc(Cl)cc2)cc1
  A: -2.4	B: -4.3%	C: ?	D: -27.4%
COc1cccc(OC)c1OCCCCCc1c(C)n[nH]c1C
  A: 5.4	B: 42.6%[activator]	C: -4.7	D: -7.9%
CC1=Nc2ccccc2/C1=C\c1sc(Nc2ccc(C)cc2)nc1O
  A: ·	B: ·	C: ?	D: -0.5%
CCOC(=O)CN1CC23C=CC(O2)C(C(=O)Nc2cc(OC)ccc2OC)C3C1=O (stereo not drawn)
  A: -0.3	B: -1.1%	C: ?	D: 4.4%
CCN1C(=O)C(C(=O)Nc2ccc(OC)cc2)C2CC1(C)Oc1ccccc12 (stereo not drawn)
  A: 9.0[1.84 µM]	B: 4.1%[11.4 µM]	C: 10.8	D: -1.8%
Cc1ccc(CNC(=O)c2cccc(OCc3c(C)noc3C)c2)cc1
  A: -1.2	B: -1.2%	C: -24.5	D: -4.3%
COc1cc2c(c(OC)c1OC)-c1ccc(OC)c(=O)cc1C(NC(C)=O)CC2 (stereo not drawn)
  A: ·	B: -0.9%	C: ·	D: 2.2%
CCc1nc(SCC(=O)c2ccc3c(c2)OCCO3)c2ccccc2n1
  A: 10.1[1.84 µM]	B: -6.1%[11.4 µM]	C: 8.7	D: -6.2%
CCNS(=O)(=O)c1ccc(OC)c(C)c1
  A: 10.4	B: -2.2%	C: ?	D: -2.2%
C=CCn1c(=NC(=O)C2CC2)sc2cc(NC(C)=O)ccc21
  A: -1.7	B: 0.8%	C: 33.5	D: -2.2%
COc1ccc(/C=N/n2c(=O)[nH]c3c([nH]c4ccc(Br)cc43)c2=O)cc1CN1CCOCC1
  A: -1.5	B: 11.4%	C: ?	D: ?
O=C(OCC(=O)c1c[nH]c2ccccc12)C1=COCCO1
  A: -4.2	B: 1.6%	C: ?	D: 7.6%
COc1ccc(C2C(C(=O)N3CCCC3)CC(=O)N2c2ccc(OC)cc2)cc1 (stereo not drawn)
  A: 10.1	B: -2.5%	C: 14.7	D: -2.2%
Nc1nc(N)nc(-c2ccc(Cl)cc2)n1
  A: 1.6	B: -4.2%	C: 6.3	D: -2.3%
COCCn1cnc2c1c(=O)n(CC(=O)OCC(=O)NCC(F)(F)F)c(=O)n2Cc1ccccc1
  A: -5.2	B: ·	C: ?	D: 2.3%
O=c1ccn(Cc2ccccc2)c(=O)n1Cc1ccccc1
  A: -13.5	B: -12.7%	C: ?	D: 2.7%
COc1ccc(CNC(=O)c2cccc(C)c2[N+](=O)[O-])cc1
  A: ·	B: ·	C: -12.0	D: -2.5%
COc1ccc(Br)cc1CN(C)CC(=O)Nc1cc(Cl)ccc1Cl
  A: 3.4	B: ·	C: -24.0	D: 0.4%
CC(/C=C1\SC(=S)N(NC(=O)c2ccccc2C)C1=O)=C\c1ccccc1
  A: -3.0	B: ·	C: -10.3	D: -3.3%
O=C(COc1ccc2ccccc2c1)NCCc1ccc2c(c1)OCCO2
  A: ·	B: ·	C: ?	D: -2.1%
COc1cc(C(=O)ON=C2C(C)=CC(=O)C=C2C)cc(OC)c1OC
  A: 9.1	B: 4.2%	C: 21.9	D: -1.3%
O=C(Nc1nnc(-c2ccccc2F)s1)C1CCCO1 (stereo not drawn)
  A: -0.9	B: ·	C: 52.0	D: -2.6%
Cc1nn(-c2ccccc2)c(C)c1/C=N/NC(=O)c1cccs1
  A: 11.3	B: ·	C: 0.9	D: -5.5%
CCC(=O)N1CCc2cc(Br)cc(S(=O)(=O)N3CCN(C(=O)c4ccco4)CC3)c21
  A: 7.0	B: 0.1%	C: 22.8	D: -1.6%

Pulled by structure from the entries so far, four records:
Abbreviations – A = IMPase cell inh; B = ALOX15B inhib; C = PNC inhibitor; D = ALOX12 inhib
O=C(Nc1nnc(-c2ccccc2F)s1)C1CCCO1 (stereo not drawn)
  A: -0.9	B: ·	C: 52.0	D: -2.6%
Cc1nn(-c2ccccc2)c(C)c1/C=N/NC(=O)c1cccs1
  A: 11.3	B: ·	C: 0.9	D: -5.5%
O=C(COc1ccc2ccccc2c1)NCCc1ccc2c(c1)OCCO2
  A: ·	B: ·	C: ?	D: -2.1%
O=C(OCC(=O)c1c[nH]c2ccccc12)C1=COCCO1
  A: -4.2	B: 1.6%	C: ?	D: 7.6%

(list continues)
Abbreviations – A = IMPase cell inh; B = ALOX15B inhib; C = PNC inhibitor; D = ALOX12 inhib
Cc1cc(C)n(CC(=O)N2c3ccccc3Sc3ccc(C(F)(F)F)cc32)n1
  A: ·	B: ·	C: -113.4*	D: -1.3%
O=C1CC(Nc2ccc(N3CCOCC3)cc2)C(=O)N1CCc1ccccc1 (stereo not drawn)
  A: 10.1	B: ?	C: 5.1	D: ?
Cc1cccc(C)c1NC(=O)/C(=C/c1ccco1)c1ccccc1
  A: 2.3	B: -13.5%	C: 26.9	D: -10.6%
COc1cc(NC(=S)NC(=O)c2c(OC)cccc2OC)ccc1NC(=O)c1cccs1
  A: 6.2	B: ?	C: -27.4	D: -15.1%
Cc1cccc(Nc2nc(N)nc(CSc3nccc(C)n3)n2)c1
  A: 1.8	B: -1.9%	C: 19.9	D: -1.9%
CCN(CC)CCN1C(=O)C(=O)/C(=C(/O)c2ccc(OC)cc2)C1c1cccs1 (stereo not drawn)
  A: -3.2	B: 11.1%	C: 41.9	D: -3.3%
COc1ccc(-c2ccc(/C=C3\C(=O)N(c4ccccc4)N=C3c3ccccc3)o2)c([N+](=O)[O-])c1
  A: -1.4	B: -15.1%	C: ?	D: 0.8%
O=C(c1ccc(COc2ccccc2Br)o1)N1CCCCCC1
  A: 18.2	B: -4.4%	C: 26.2	D: -7.8%
O=C(CSc1nc(-c2ccccc2)cs1)N1CCc2ccccc21
  A: 1.9	B: -4.7%	C: 80.0	D: -2.4%
CCC(C(=O)NC1CCCC1)N(Cc1ccc2c(c1)OCO2)C(=O)c1snc(C(N)=O)c1N (stereo not drawn)
  A: 10.4	B: 1.7%	C: 29.8	D: -9.7%
